Bim-Bcl-B – human Bim-Bcl-B interaction inhibition | Q9HD36 | bead-based flow cytometry, Bim peptide-Bcl-B binding | inhibition, % at 10 µM | 0.073% of 190,000 active | AID 951;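 note: 0% = tracer peptide without compound and 100% = reference inhibitor peptide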
Bim-Bcl-2 – human Bim-Bcl-2 interaction inhibition; P10415; Bead-based flow cytometry, Bim peptide-Bcl-2 binding; inhibition, % at 10 µM; 0.06% of 190,000 active; in the data active = inhibition above about 40%; inconclusive = no clear call, values can overlap the other calls;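 note: 0% = no compound wells with probe peptide and 100% = reference peptide inhibitor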
RGS4-Gao reg – human RGS4-Galphao interaction regulation. P09471. Multiplexed bead flow cytometry, RGS4-Galphao binding; actives lie on both sides. binding response (% of control), % at 10 µM. 0.33% of 220,000 active. AID 1415; in the data active = binding response below about 49% or above about 150%; inactive = in between;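 note: fluorescent Galphao activated with aluminum fluoride binding bead-coupled RGS4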
Bfl-1 Bim block – inhibitors of Bim-Bfl-1 interaction, human; Q16548; Bead-based flow cytometry, Bim-Bfl-1 binding inhibition; inhibition, % at 10 µM; 0.12% of 190,000 active; AID 1008;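 note: 0% = wells without compound plus tracer and 100% = blocker peptide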
GSH bead fluor – compound fluoresces at 488/530 nm on GSH beads. GSH beads flow cytometry, compound fluorescence 488/530 nm; hits give high values. fluorescence (KMESF) at 10 µM. 0.25% of 190,000 active; in the data active = fluorescence above about 89;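 note: glutathione beads carrying GST-tagged Bcl family fusion proteins plus one bare bead set; values are compound well signal with DMSO vehicle wells as background; inactives centre near 16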
RGS8-Gao – human RGS8-Galphao interaction regulation. P09471. multiplexed bead flow cytometry, RGS8-Galphao binding; actives lie on both sides. response (percent of control binding), % at 10 µM. 0.34% of 220,000 active; in the data active = response below about 60% or above about 140%; inactive = in between;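 note: Galphao activated as the GDP aluminium fluoride complex binding bead-coupled RGS8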
RGS7-Gao reg – regulators of human RGS7-Galphao interaction; AID 1439; Multiplexed bead flow cytometry, RGS7-Galphao binding; actives lie on both sides; P09471; 0.35% of 220,000 active; binding response (% of control), % at 10 µM; in the data active = binding response below about 49% or above about 150%; inconclusive = no clear call, values can overlap the other calls; inactive = in between;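 note: fluorescent Galphao held in activated GDP-AlF4 state binding bead-coupled RGS7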
Bim-Bcl-XL – inhibitors of Bim-Bcl-XL interaction, human; Q07817; Bim peptide-Bcl-XL binding, bead flow cytometry, fluorescence; inhibition, % at 10 µM; 0.04% of 190,000 active; AID 1007
ABCG2 block – blocks JC-1 efflux by human ABCG2 transporter; inhibition, % at 6.6 µM; 0.1% of 190,000 active; Q9UNQ0; AID 1325; IgMXP3 cells, flow cytometry;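 active = inhibition above 80%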;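 note: 0% = DMSO and 100% = nicardipine control wells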
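System: two drug-resistant human cell lines, ABCG2 and ABCB1; controls: nicardipine high and DMSO low controls; times: 10 min exposure at 25 °C with rotation, no wash; detection: flow cytometry of retained JC-1 fluorescence; read-out basis: percent efflux inhibition, scaled nicardipine 100% to DMSO 0%; doses: one concentration, 6.6 µM final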
ABCB1 block – human ABCB1 inhibition, ABCG2 as counter-screen. P08183. CCRF-Adr cells, JC-1 efflux, flow cytometry. inhibition, % at 6.6 µM. 0.067% of 190,000 active; in the data active = inhibition above about 40%;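 note: 0% = vehicle and 100% = reference inhibitor; higher value means more JC-1 retained so stronger ABCB1 efflux block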
Target sequence (P08183 whole entry, looked up): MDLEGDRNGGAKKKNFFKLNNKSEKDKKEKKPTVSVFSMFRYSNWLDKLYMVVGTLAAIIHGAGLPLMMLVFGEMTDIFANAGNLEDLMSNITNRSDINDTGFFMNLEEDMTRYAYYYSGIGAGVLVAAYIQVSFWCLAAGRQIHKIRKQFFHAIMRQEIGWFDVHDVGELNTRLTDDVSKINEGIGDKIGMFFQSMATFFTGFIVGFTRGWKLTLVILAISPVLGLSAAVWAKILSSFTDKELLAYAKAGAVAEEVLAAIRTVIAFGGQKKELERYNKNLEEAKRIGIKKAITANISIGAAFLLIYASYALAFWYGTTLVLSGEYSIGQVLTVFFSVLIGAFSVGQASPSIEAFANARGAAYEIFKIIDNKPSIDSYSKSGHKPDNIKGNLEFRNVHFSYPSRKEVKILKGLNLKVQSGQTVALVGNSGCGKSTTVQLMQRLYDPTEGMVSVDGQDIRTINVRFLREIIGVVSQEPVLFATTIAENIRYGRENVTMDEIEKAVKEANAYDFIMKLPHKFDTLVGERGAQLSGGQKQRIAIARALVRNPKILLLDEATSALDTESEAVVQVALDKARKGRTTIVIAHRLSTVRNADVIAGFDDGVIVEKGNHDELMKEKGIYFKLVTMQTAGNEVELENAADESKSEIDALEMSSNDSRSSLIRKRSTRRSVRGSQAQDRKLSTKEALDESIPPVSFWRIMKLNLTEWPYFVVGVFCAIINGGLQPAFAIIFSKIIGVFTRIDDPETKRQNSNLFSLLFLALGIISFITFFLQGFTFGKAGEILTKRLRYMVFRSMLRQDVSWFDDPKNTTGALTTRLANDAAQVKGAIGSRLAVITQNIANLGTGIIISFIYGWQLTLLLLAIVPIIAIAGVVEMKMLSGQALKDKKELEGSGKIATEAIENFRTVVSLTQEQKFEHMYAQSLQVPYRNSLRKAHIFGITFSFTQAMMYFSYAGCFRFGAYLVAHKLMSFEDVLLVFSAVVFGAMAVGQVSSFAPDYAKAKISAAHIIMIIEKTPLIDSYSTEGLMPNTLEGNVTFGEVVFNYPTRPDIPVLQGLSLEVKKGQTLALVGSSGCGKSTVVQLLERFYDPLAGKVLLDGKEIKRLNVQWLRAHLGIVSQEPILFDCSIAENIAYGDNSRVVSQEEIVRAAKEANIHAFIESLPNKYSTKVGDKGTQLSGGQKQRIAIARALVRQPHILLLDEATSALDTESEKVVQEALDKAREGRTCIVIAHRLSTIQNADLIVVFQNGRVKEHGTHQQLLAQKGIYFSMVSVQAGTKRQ
Bim-Bcl-W – disrupts Bim peptide binding to human Bcl-W; Q92843; inhibition, % at 10 µM; AID 952; bead-based flow cytometry; 0.02% of 190,000 active;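 note: 0% = bound tracer without compound and 100% = peptide blocker; higher means less fluorescent Bim peptide bound to Bcl-W beads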
Starred values were filed as active, the others as inactive; ? = inconclusive. Cut-off read from the data, not from the text of the source, unless noted: active = inhibition above about 40%.

Structure	ABCG2 block	Bim-Bcl-W	RGS4-Gao reg	RGS7-Gao reg	ABCB1 block	Bfl-1 Bim block	RGS8-Gao	GSH bead fluor	Bim-Bcl-XL	Bim-Bcl-2	Bim-Bcl-B
Cc1nc2scc(-c3ccccc3)c2c(=O)o1	1	-1	89	92	0.5	4	97	3	-2	-3	0
O=c1[nH]c(SCc2cccc(F)c2)nc2c1CCCC2	6	-5	106	103	0.0	-3	105	27	-7	-2	-8
CCNC(=O)COc1cccc(C(=O)NCc2ccccc2)c1	15	0	103	104	0.2	-10	100	11	-2	-4	-4
COc1ccccc1-c1nc(C#N)c(N2CCc3ccccc3C2)o1	10	0	90	88	1.1	0	96	15	-3	-3	-4
O=C(COc1ccccc1/C=C\c1[nH]c(=O)[nH]c(=O)c1[N+](=O)[O-])Nc1ccccc1	-2	-8	99	96	-0.7	-5	100	11	-10	-7	-7
COc1ccccc1OCc1nnc(SCCN2CCOCC2)o1	0	1	105	98	0.8	-11	104	13	-6	-5	-11
Cc1ccc(S(=O)(=O)C(CCC(=O)N2CCOCC2)S(=O)(=O)c2ccc(C)cc2)cc1	0	-2	98	98	1.0	-2	102	52	0	0	1
O=C(Oc1ccccc1)c1c(Cl)cccc1P(=O)(O)O	0	-2	103	101	-0.1	1	102	6	-11	-1	-3
COc1ccc(C(CC(=O)NCCCN2CCOCC2)NS(=O)(=O)c2ccc(C)cc2)cc1 (stereo not drawn)	5	1	106	103	0.3	0	110	12	0	-1	1
FC(F)(F)c1ccc(CSc2nccn2-c2ccccc2)cc1	3	-2	102	101	0.4	-2	110	26	-3	0	-6
O=C(CC1=NCCNC(c2ccccc2)C1)c1ccccc1O (stereo not drawn)	0	0	108	109	0.0	0	110	13	1	-1	0
COc1ccccc1-c1nnc(SCC(=O)Nc2ccc(S(N)(=O)=O)cc2)n1C	1	6	102	104	0.2	-7	101	42	-1	-4	-6
Cc1nc2ccccn2c1/C(O)=C1\C(=O)C(=O)N(CCN(C)C)C1c1ccco1 (stereo not drawn)	16	0	102	102	1.0	7	102	22	3	3	2
Cc1ccnc2nc(C(=O)OCC(=O)Nc3ccccc3C(C)(C)C)nn12	2	-4	102	101	1.1	-5	102	11	-1	-4	-4
S=C(c1ccccc1)N1CCN(C(=S)c2ccccc2)CC1	1	-1	100	101	0.6	0	104	27	-8	2	-5
COc1cc(NC(=O)c2ccc(-c3ccc(Br)cc3)o2)ccc1NC(=O)C(C)C	0	-3	94	95	0.3	-1	98	8	-4	-5	0
CN(Cc1ccccc1)C(=O)COC(=O)c1ccccc1NS(=O)(=O)c1cccc(N)c1	-3	-3	102	99	0.2	-2	104	11	-10	-5	-7
COc1ccc(-c2nnc(SCC(=O)NCc3cccs3)n2C(C)C)cc1	4	-3	97	92	1.5	-4	95	23	-6	-6	-4
Cc1ccc(N(C(=O)C2CCCO2)C2C=CS(=O)(=O)C2)cc1Cl (stereo not drawn)	4	-4	100	97	0.4	-2	100	11	-2	0	-4
O=C(O)CNS(=O)(=O)c1cccc2nsnc12	2	-1	113	117	1.4	-9	109	40	-14	-8	-8
O=C(N/N=C/c1ccc(Cl)cc1Cl)c1n[nH]c2c1CCCC2	11	-4	100	102	0.7	-10	105	16	-3	-4	-1
CN(C)c1ccc(/C=N/NC(=O)c2ccc(CN3CCOCC3)cc2)cc1Br	0	0	103	101	-0.1	-4	103	20	1	-1	-1
CCNc1nc(SCCOc2ccc(C)cc2)nc(N(C)C)n1	4	-1	104	103	0.6	-2	106	24	-7	-2	-8
CCc1nnc(NC(=O)[C@@H](NC(=O)c2cccc(C)c2)C(C)C)s1	12	-7	98	104	0.6	-7	103	11	-10	-10	-9
Cc1cccc(OC(C)C(=O)N(Cc2cccs2)C2CCS(=O)(=O)C2)c1C (stereo not drawn)	3	-4	69	78	1.3	3	75	11	-3	-5	0
Cc1ccnc(NC(=O)CCC(=O)N(CC(=O)NC2CCCCC2)c2cccc(C)c2C)c1	17	0	97	97	8.2	-18	99	25	-7	-8	-8
Cc1csc2ncc(C(=O)N3c4ccccc4CC3C)c(=O)n12 (stereo not drawn)	1	-1	99	101	0.4	-9	100	27	-2	-6	-7
Cc1ccc(C(=O)NCCSc2c(C)[nH]c3ccccc23)cc1[N+](=O)[O-]	33	-3	98	98	0.8	2	91	14	-6	-2	-3
CC(C)c1ccc(O)c(NC(=S)NC(=O)c2cccnc2)c1	10	0	104	102	0.1	-3	102	11	0	-2	-5
COc1ccc(-c2ccnc3nc(-n4cccc4)nn23)cc1	15	-3	102	99	0.1	0	110	15	-4	0	3
CC(=O)Nc1ccc(NC(=O)c2ccccc2S(=O)(=O)c2ccc([N+](=O)[O-])cc2)cc1	7	0	98	97	0.8	-6	99	18	-1	-2	-4
Cc1cccc(CC2CC(=O)N(CCc3ccc4c(c3)OCO4)C2=O)c1 (stereo not drawn)	1	-1	95	92	0.7	-1	94	13	-2	1	-1
CC1(C)CC2(CC(c3cccs3)c3cc(Cl)c(O)cc3O2)NC(=S)N1 (stereo not drawn)	0	4	104	108	0.2	8	98	9	6	5	-6
O=C(N1CCOCC1)N(CCN1CCOCC1)Cc1cccc(Cl)c1	1	0	104	103	0.7	-2	102	10	-2	-1	0
CC(C)NC(=O)CC(=O)NN=C1CCCCC1	11	2	97	91	0.8	-2	100	11	-2	-4	-1
COCCN(C(=O)c1cccc(OC)c1)c1nnc(-c2ccncc2)s1	2	2	99	97	0.3	-8	98	70	-10	-6	-2
CC(C)(CN1CCCCC1)NS(=O)(=O)c1ccc(Cl)cc1	1	0	102	102	0.4	-18	103	26	-6	-11	-16
CC(=O)C1=C(Nc2ccc(C)cc2)CC(C)(O)C(C(C)=O)C1c1ccco1 (stereo not drawn)	1	-1	103	104	0.8	-8	100	33	-11	-7	-5
CCCOc1ccccc1C(=O)NC(CO)C(=O)O (stereo not drawn)	1	0	98	98	0.3	-18	101	24	-5	-5	-6
COC(=O)c1ccc(NC(=S)N2CCCC2)cc1	6	-1	101	99	0.0	-3	99	25	0	-1	-4
CC1CN/C(=C\C(=O)c2ccccc2)C(=O)N1 (stereo not drawn)	1	-3	49*	44*	0.4	-3	56*	21	-4	-6	-7
O=C(CCSCc1ccc(Cl)cc1)NC1CCCC1	-7	-1	110	108	-0.7	-8	108	11	-1	-3	-5
CCOc1ccccc1NC(=O)c1c(Br)cnn1C	20	0	103	108	0.6	-2	98	7	-2	-1	-1
Cn1cnnc1SCC(=O)Nc1ccccc1C(=O)NC1CC1	0	0	98	95	0.2	-9	101	12	-2	-7	-11
Cc1ccc(-n2nc(C(=O)c3ccccc3)n3c(=O)c(Cc4ccccc4)nnc23)cc1	13	1	89	93	5.1	2	82	16	-2	3	-7
Cn1ncc2cc(NC(N)=S)ccc21	2	0	104	108	0.0	-2	102	20	-1	0	-2
COc1ccc(CCc2nc(-c3ccc(-n4cccc4)cc3)no2)cc1	0	1	100	104	0.1	-11	103	22	0	-8	-8
CCOC(=O)c1ccc(NC(=S)N2CCN(S(C)(=O)=O)CC2)cc1	8	2	108	108	0.5	-3	107	12	0	-7	-11
O=C(COc1ccc(Cl)cc1)NC1=NN(c2ccccc2)C(=O)C1	-5	-1	93	91	-0.7	-2	96	11	-7	-3	-2
CC1CCCN(C(=O)CSc2nnc3n(C4CCCC4)c(=O)c4ccccc4n23)C1 (stereo not drawn)	8	0	101	100	1.3	2	96	10	-4	6	2
CCc1cccc(C)c1NC(=S)NCc1ccc2[nH]c(C)cc2c1	8	-2	91	94	1.2	2	99	16	-2	0	-7
O=C(NC(C(=O)c1ccccc1)n1c(=O)cc[nH]c1=S)c1ccccc1 (stereo not drawn)	-5	-5	95	100	-1.8	8	97	62	0	3	4
CCc1cccc2c(=O)c(C(=O)NCCCOC)c[nH]c12	13	-1	100	98	0.1	-7	102	21	-1	0	-3
O=C(OCc1ccccc1F)c1ccc2c(c1)-c1ccccc1C2=O	4	-5	100	99	0.7	-8	101	83	-3	-5	-6
COc1ccc(NC(=O)/C=C/c2ccc(Br)o2)cn1	4	1	95	90	-0.6	-1	98	17	0	8	0
CCCCCCc1cc2cc(C(=O)Nc3cccc(OC)c3)c(=O)oc2cc1O	-4	0	99	102	-0.9	3	99	6	-1	5	-2
CCOC(=O)C1CCN(C(=O)Nc2ccc3nccnc3c2)CC1	6	-5	99	101	-0.2	2	103	17	-5	6	-7
O=c1[nH]c(-c2ccccc2)c(-c2ccccc2)[nH]1	1	-2	95	93	-0.1	-1	97	20	-1	0	-12
CCOCCCNC(=O)CN(c1cc([N+](=O)[O-])ccc1OC)S(C)(=O)=O	2	-3	99	105	0.7	-8	99	28	-2	-3	-5
CCOC(=O)C1C(=O)OC(C)(C)C1C(CC)C(=O)c1ccccc1 (stereo not drawn)	2	-2	100	?	0.2	-2	102	20	-2	0	-3

Ordered by heavy-atom count (lowest first): 3 of the compounds above
Structure	ABCG2 block	Bim-Bcl-W	RGS4-Gao reg	RGS7-Gao reg	ABCB1 block	Bfl-1 Bim block	RGS8-Gao	GSH bead fluor	Bim-Bcl-XL	Bim-Bcl-2	Bim-Bcl-B
Cn1cnnc1SCC(=O)Nc1ccccc1C(=O)NC1CC1	0	0	98	95	0.2	-9	101	12	-2	-7	-11
O=C(N1CCOCC1)N(CCN1CCOCC1)Cc1cccc(Cl)c1	1	0	104	103	0.7	-2	102	10	-2	-1	0
Cc1ccc(-n2nc(C(=O)c3ccccc3)n3c(=O)c(Cc4ccccc4)nnc23)cc1	13	1	89	93	5.1	2	82	16	-2	3	-7

Carrying on:
Structure	ABCG2 block	Bim-Bcl-W	RGS4-Gao reg	RGS7-Gao reg	ABCB1 block	Bfl-1 Bim block	RGS8-Gao	GSH bead fluor	Bim-Bcl-XL	Bim-Bcl-2	Bim-Bcl-B
CCOC(=O)c1cc2c(nc1NC(=S)Nc1ccccc1)CC(C)(CC)OC2 (stereo not drawn)	8	-8	99	100	1.3	-11	98	17	-5	-7	-6
COc1ccc(N2CCN(CCCNC(=S)Nc3c(C)cccc3C)CC2)cc1	3	-6	101	101	1.2	0	101	67	-5	0	-2
O=C(CSc1nccn1Cc1ccccc1)NCc1ccccc1	1	2	105	102	0.3	-11	101	5	-1	-3	-6
COC(=O)NCC(c1cccnc1)N1CCOCC1 (stereo not drawn)	-2	5	108	105	-0.4	13	103	13	9	7	2
S=C(NCC1CCCO1)NC1CCCC1 (stereo not drawn)	9	-2	98	?	1.9	-7	101	13	-5	-3	-1
c1nc(N2CCN(Cc3ccc4c(c3)OCO4)CC2)c2[nH]cnc2n1	1	0	99	100	0.1	-13	102	25	-4	-6	-8
Cc1nc2sc3c(c2c2nnc(SCC(=O)NCc4ccco4)n12)CCCC3	10	1	86	88	2.6	0	95	47	-3	-1	-1

High-throughput results deposited in PubChem by NMMLSC.
